Assay outcomes (PubChem)
SV40 large T antigen: SV40 large T antigen inhibitors, biochemical (AID 1903). SV40 large T antigen ATPase/helicase inhibition assay; higher % means a stronger effect. inhibition, % at 20 µM; hits with a dose series show IC50 in µM. 310,000 compounds, 0.39% hits; in the data active = a potency from the dose series; inconclusive = inhibition mostly from about 32% at the one dose, without a potency; inactive = the rest, 99 in 100 with inhibition below about 32%; also: strong numbers were not always called active
Myeloid diff MLP: promotes myeloid progenitor differentiation | AID 624256 | 360,000 compounds, 1% hits | ER-HoxA9 myeloid progenitors, lysozyme-GFP differentiation, flow cytometry | calls only at 10 µM;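 active = normalized GFP-positive differentiation at or above the plate's own cutoff, the solvent-only control mean plus 3 SD; inconclusive = no clear call, values can overlap the other calls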;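 also: cells exposed to compound for four days before flow analysis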
T cell modulator: T cell immune modulation candidate | 2C CD8+ T cell-vesicle binding, flow cytometry; stronger effect = lower value | calls only at 7 µM | 330,000 compounds, 0.068% hits | AID 2052;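 active = response, share of CD8 T cells binding vesicles, and their 90th percentile fluorescence all below set limits, cut at about 80% in these data, passing the limit was not always enough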
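Assay system: 2C TCR transgenic mouse naive CD8+ T cells, MACS-purified | Read-out: CD8+ gate FL2 mean fluorescence as % of same-row positive control | Signal: High-throughput flow cytometry with anti-B7-1 and anti-CD8 staining | Timing: Binding step 1.5 h, 37 °C, antibody labelling 20 min, ice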
TNAP activation fold: human TNAP enzyme activators, primary screen, biochemical, luminescent, no phosphate acceptor, uHTS (AID 1001); purified TNAP, luminescent activation assay, no phosphate acceptor; higher activation fold means a stronger effect; activation fold at 20 µM; hits with a dose series show EC50 in µM; 200,000 compounds, 0.03% hits; in the data active = activation fold from about 3, or a potency from the dose series; inactive = the rest, 99 in 100 with activation fold below about 1.6; also: many of its hits are not listed in these tables
Salmonella PhoP GFP: PhoP-dependent GFP reporter repression – Salmonella Typhimurium, primary screen (AID 1863); 300,000 compounds, 0.16% hits; S. Typhimurium PhoP-regulated promoter GFP reporter, 4 h; higher % means a stronger effect; inhibition, % at 50 µM, or IC50 in µM where a hit was titrated;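 active = inhibition over 29.93%, a cutoff 3 SD above the screen mean, later confirmed by dose response; inconclusive = inhibition over 29.93% but no dose response follow-up; inactive = inhibition at most 29.93% or unconfirmed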;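 also: 0% = low Mg2+ inducing control and 100% = high Mg2+ repressing control; strong numbers were not always called active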
K1F lysis inhibition: protection from phage-mediated lysis, alamar blue read-out – E. coli UTI89, K1F phage, bacterial capsule biogenesis inhibitors (AID 488966) | one-dose inhibition, % at 100 µM; IC50 in µM for titrated hits | 340,000 compounds, 0.02% hits | E. coli UTI89 K1F phage lysis, alamar blue, 2 h; higher % means a stronger effect;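 active = phage lysis inhibition, versus mean bacterial control, above a set limit; inconclusive = no clear call, values can overlap the other calls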;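 also: capsule biogenesis inhibitors block K1F phage lysis so surviving cells raise fluorescence; higher fluorescence means more inhibition of phage lysis; actives were called in the ten point dose series up to 300 µM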
NTR1 agonist: agonists of NTR1, primary screen, imaging, U2OS cells, beta-arrestin-GFP, high content (AID 493036); NTR1-U2OS beta-arrestin-GFP spot imaging, agonist mode; activation, % at 20 µM; 330,000 compounds, 0.17% hits;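 active = activation at or above 40% of the spot to cytoplasm intensity ratio, with at least 20 cells analyzed; inconclusive = wells under 20 cells, flagged as cytotoxic or low count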;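 also: 0% = DMSO without peptide and 100% = 100 nM NTR1 peptide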
Target sequence (P30989 whole entry, looked up): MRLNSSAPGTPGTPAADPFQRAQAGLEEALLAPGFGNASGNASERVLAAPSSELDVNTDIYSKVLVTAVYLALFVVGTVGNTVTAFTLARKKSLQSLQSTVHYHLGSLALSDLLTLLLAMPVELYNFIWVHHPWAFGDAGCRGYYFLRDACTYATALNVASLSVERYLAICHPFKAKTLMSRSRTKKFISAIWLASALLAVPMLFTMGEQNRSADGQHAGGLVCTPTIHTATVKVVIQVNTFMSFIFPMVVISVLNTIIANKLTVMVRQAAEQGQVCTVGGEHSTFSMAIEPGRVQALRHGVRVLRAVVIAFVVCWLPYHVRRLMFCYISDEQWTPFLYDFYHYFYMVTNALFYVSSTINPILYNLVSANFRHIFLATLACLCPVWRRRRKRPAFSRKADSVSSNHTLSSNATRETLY
RSV CPE inhibition: RSV antiviral activity via CPE protection, HEp-2 cells, primary 10 µM value included (AID 2391). 310,000 compounds, 0.13% hits. HEp-2 cells, RSV-induced CPE inhibition; higher % means a stronger effect. CPE inhibition, % at 10 µM, or IC50 in µM where a hit was titrated; in the data active = a potency from the dose series; inconclusive = CPE inhibition mostly from about 23% at the one dose, without a potency; inactive = the rest, 99 in 100 with CPE inhibition below about 21%; also: strong numbers were not always called active
MgcRacGAP inhibition: MgcRacGAP GTPase-activating activity inhibitors, confirmation, biochemical, ADP Hunter fluorescence. inhibition, % at 30 µM, or IC50 in µM where a hit was titrated. MgcRacGAP-stimulated Rac1 GTP hydrolysis, ADP Hunter fluorescence; higher % means a stronger effect; GST-tagged Rac1 F28L mutant substrate. 340,000 compounds, 0.6% hits;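 active = first-screen hits whose inhibition reached a set limit at any dose in the follow-up dose series; inconclusive = inhibition above the set first-screen limit but never retested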;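 also: fluorescence reports GDP produced by GAP-driven GTP hydrolysis; strong numbers were not always called active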
T cell modulator vesicle-bound %: further read-out of T cell modulator, marked with its call; double positive events, %; measured here: CD8+ vesicle-bound cell fraction;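 binding gate set so that unloaded-vesicle control wells show 10% double positive cells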
NTR1 agonist cell count 20 µM: recorded beside NTR1 agonist, whose call it bears; cell count; measured here: cell count, cytotoxicity flag
Myeloid diff MLP GFP+ MAC1+ %: recorded beside Myeloid diff MLP, whose call it bears; GFP+ MAC1+ double positive, %; measured here: differentiation confirmed by MAC1 staining
* marks the source's active call; other numbers are inactive results; i = inactive; ? = inconclusive; . = not tested or not shown; & = joins results of further samples; [ ] = another dose, or the depositor's remark.

structure	SV40 large T antigen	Myeloid diff MLP	Myeloid diff MLP GFP+ MAC1+ %	T cell modulator	T cell modulator vesicle-bound %	TNAP activation fold	Salmonella PhoP GFP	K1F lysis inhibition	NTR1 agonist	NTR1 agonist cell count 20 µM	RSV CPE inhibition	MgcRacGAP inhibition
COc1ccc(C2C3=C(CC(C)(C)CC3=O)Nc3c2c(=O)[nH]c(=O)n3Cc2ccccc2)cc1OC (centres undefined)	3%	i	0.4	i	56	1.7	-8%	-0.6%	-0.4	66	2.1%	12%
O=C(COC(=O)c1cc(S(=O)(=O)N2CCOCC2)c(Cl)cc1Cl)Nc1ncc(C(F)(F)F)cc1Cl	7%	i	1.1	i	29	1	-9%	0.6%	2.4	98	0.6%	4%
O=C(COC(=O)CCN1C(=O)/C(=C\C=C\c2ccccc2)SC1=S)Nc1ccc(Br)cc1	29%	i	0.2	i	63	0.9	-12%	-0.2%	0.3	32	0.1%	4%
CC(CCC(=O)O)C1CCC2C3C(O)CC4CC(O)CCC4(C)C3CC(O)C12C (centres undefined)	15%	i	1.7&3.0	i	16	.	0%	-5.1%	0.7	52	-0.2%	-1%
COc1cc(SC)ccc1C(=O)OCc1nc2ccsc2c(=O)[nH]1	6%	i	0.3	i	56	.	8%	4.0%	0.8	70	3.4%	9%
CCCCCCOc1ccc(OCC(O)CN2C(=O)NC(C)(C)C2=O)cc1 (centres undefined)	12%	i	5.5	i	35	0.9	12%	1.8%	1.0	48	6.5%	1%
Cc1ccc(OCCNC(=O)c2cc(C3CC3)nc3c2cnn3C(C)C)cc1	.	i	0.5	i	29	.	.	0.4%[50 µM]	0.1	48	-1.1%	10%
CCC(=O)Nc1nc(C)c(-c2csc(Nc3ccccn3)n2)s1	6%	i	0.6	i	42	1.1	-9%	0.4%	12	63	46%	9%
O=c1[nH]c2cc(NCCO)c([N+](=O)[O-])cc2[nH]1	12%	i	0.2	i	20	0.7	9%	-0.4%	0.3	47	0.6%	9%
O=C(NC1=NCCS1)c1cc(-c2cccs2)nc2ccccc12	12%	i	0.2	i	56	.	-8%	0.2%	0.9	66	2.0%	10%
CCc1ccc(NC(=O)CSc2nnc(C)c(=O)n2N)cc1	6%	i	0.6	i	26	.	-7%	0.1%	0.6	43	4.2%	6%
O=C(CCC(=O)Nc1ccc(Br)cc1)N/N=C/c1ccccc1O	6%	i	2.3	i	65	.	1%	0.3%	-0.4	99	?	5%
CCC(Sc1nncn1C)C(=O)Nc1nnc(-c2ccc(Cl)cc2)s1 (centres undefined)	5%	i	2.9	i	37	1	8%	-6.8%	-1.0	85	5.2%	0%
NS(=O)(=O)c1ccc(CNC(=O)/C=C/c2c(F)cccc2Cl)cc1	13%	i	0.2	i	30	1	0%	0.5%	0.8	46	1.7%	6%
O=C(O)c1cnn2c(C(F)(F)F)cc(-c3ccccc3)nc12	23%	i	0.7	i	30	1	12%	0.8%	-2.7	20	0.8%	3%
CCOC(=O)c1cc(C#N)c(SCC(N)=O)[nH]c1=O	6%	i	0.4	i	43	.	-13%	0.0%	-0.6	66	0.6%	8%
COC(=O)CNC(=O)c1cccs1	7%	i	0.0	i	60	1	-2%	-0.2%	0.0	58	-0.2%	12%
N#CN1CCC(NS(=O)(=O)c2ccc(C(F)(F)F)cc2)CC1	.	i	1.3	i	8	.	.	-0.9%	0.8	46	.	4%
CN(C)c1cccc(C(=O)OCCNC(=O)c2cccc(S(=O)(=O)N3CCOCC3)c2)c1	13%	i	0.6	i	25	.	-5%	-0.2%	1.8	59	4.9%	14%
Cc1ccnc(SCCn2c(N3CCC(C)CC3)nc3c2c(=O)n(C)c(=O)n3C)n1	.	i	2.7	i	10	.	.	-0.7%	-0.3	59	-1.8%	9%
O=C(NNC(=O)c1cc(OCC(F)(F)F)ccc1OCC(F)(F)F)c1ccc(Cl)c(Cl)c1	2%	i	1.0	i	52	1.3	7%	0.1%	0.3	31	0.6%	7%
CC(NC(=O)c1sc2ccccc2c1Cl)C1CCCO1 (centres undefined)	6%	i	0.2	i	41	1.2	4%	3.2%[50 µM]	-0.5	56	1.6%	8%
Cc1ccc(C)c(NC(=O)CN(C)S(=O)(=O)c2ccc(F)cc2)c1	4%	i	10	i	39	1.1	12%	1.5%	0.9	54	0.0%	-3%
CCOC(=O)c1ccc(NC(=O)C(=O)NCC2CCCO2)cc1 (centres undefined)	9%	i	1.6	i	4	1	5%	0.6%	-0.2	46	2.0%	-28%
Cc1ccc(NC(=O)CN(C)C(=O)CSc2nc3ccccc3o2)cc1	21%	i	1.2	i	47	1	-9%	0.4%	0.3	61	1.5%	7%
COc1ccc(C(=O)OCCN2CCOCC2)cc1OC	1%	i	1.0	i	42	1.1	11%	0.2%	0.0	34	0.6%	6%
CCCn1c(=O)c(C(=O)NCc2cccnc2)c(O)c2ccccc21	4%	i	8.0	i	23	1	2%	-0.1%	0.9	44	1.7%	8%
COc1ccc(OC)c(S(=O)(=O)N2CCN(C(=O)c3cc(C4CC4)nn3-c3ccccc3)CC2)c1	.	i	1.2	i	19	.	.	-0.2%[50 µM]	0.7	72	0.2%	7%
Cc1nc(C)n(C(C)CC(=O)O)n1 (centres undefined)	-7%	i	2.8	i	35	0.9	-6%	0.4%	-1.0	92	3.7%	2%
CC(C)(C)c1ccc(/C([O-])=C(/C(=S)NCc2ccco2)[n+]2ccccc2)cc1	21%	.	.	i	46	1.1	-9%	.	-0.9	47	0.6%	.
CCOc1ccc(Nc2nc(NCc3ccco3)nc(N)c2[N+](=O)[O-])cc1	6%	i	0.6	i	27	.	-3%	-1.1%	1.2	39	1.4%	-4%
COc1ccc(C(=S)N2CCN(c3cccc(Cl)c3)CC2)c(OC)c1	2%	.	.	i	12	1.1	-10%	0.0%	1.4	46	1.9%	15%
Cc1c(NC(=O)C(C)OC(=O)c2cc(Cl)ccc2O)c(=O)n(-c2ccccc2)n1C (centres undefined)	12%	i	2.9	i	10	.	17%	-0.4%	0.9	65	0.9%	2%
CCC(=O)Nn1c(C)nnc1C	11%	i	0.0	i	44	0.9	-3%	0.7%	1.2	63	0.8%	5%
Cc1ccc2c(c1)N(CC(=O)N1CCCCCC1)C(=O)CO2	10%	i	11	i	35	1.2	-6%	3.2%	-0.5	58	2.1%	-1%
COc1ccc(N2CC(C(=O)NCc3ccco3)CC2=O)cc1 (centres undefined)	4%	i	0.3	i	32	1	-3%	0.1%	-0.4	45	0.0%	4%
CCOc1ccc(OCC)c(NC(=O)CN2CCN(c3cccc(C)c3)CC2)c1	0%	i	0.0	i	45	1.1	-17%	4.3%	6.6	51	3.5%	18%
CCc1ccc(OCC(=O)NC(C)(C)C)cc1	5%	i	1.4	i	28	1.1	-9%	6.9%	1.1	45	1.3%	7%
Cn1c(N)c(S(=O)(=O)N2CCN(c3ccccc3Cl)CC2)c(=O)n(C)c1=O	21%	i	5.0	i	35	.	-3%	2.2%[50 µM]	-0.5	47	1.4%	1%
CC(=O)c1c(C)[nH]c(C(=O)COc2cc(C)cc(C)c2)c1C	12%	i	2.7	i	34	1.1	6%	0.2%	-3.0	75	-0.7%	6%
COc1cc(/C=N/NC(=O)COc2ccc(C)cc2)ccc1OC(=O)c1cccs1	23%	i	1.0	i	41	1.1	-10%	0.0%[50 µM]	10	63	2.0%	5%
COc1ccc(C(=O)Nc2ccc(NC(=O)c3cnccn3)cn2)cc1	4%	i	0.9	i	11	1.1	-2%	0.3%	-0.4	36	-0.2%	4%
CCOC(=O)C1(CCOc2ccccc2)CCN(Cc2ccccc2O)CC1	0%	i	0.2	i	61	.	6%	0.2%	.	.	18%	5%
COc1ccc(CNC(=O)COC(=O)c2ccccn2)cc1	14%	i	1.5	i	61	1	5%	-0.7%	-1.7	56	0.2%	4%

Compound profiles, from the list above. Screens in order: SV40 large T antigen	Myeloid diff MLP	Myeloid diff MLP GFP+ MAC1+ %	T cell modulator	T cell modulator vesicle-bound %	TNAP activation fold	Salmonella PhoP GFP	K1F lysis inhibition	NTR1 agonist	NTR1 agonist cell count 20 µM	RSV CPE inhibition	MgcRacGAP inhibition
`COc1ccc(CNC(=O)COC(=O)c2ccccn2)cc1` as listed: 14%	i	1.5	i	61	1	5%	-0.7%	-1.7	56	0.2%	4%
`CCOC(=O)C1(CCOc2ccccc2)CCN(Cc2ccccc2O)CC1` as listed: 0%	i	0.2	i	61	.	6%	0.2%	.	.	18%	5%
